b-catenin transl = beta-catenin nuclear translocation modulation; HeLa beta-catenin nuclear translocation, immunofluorescence imaging; nuclear translocation activity, % at 5 µM; 190,000 compounds, 0.3% hits; AID 1665;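 active = nuclear translocation activity above 50% at 5 µM, with a well cell count of 50 or more; inconclusive = wells under 50 cells across six images, flagged as toxic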;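 also: per-cell ratio of nuclear to cytoplasmic median beta-catenin stain intensity; plate controls were DMSO negative control for no effect and GSK-3 inhibitor IX positive control for full effect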
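test system = HeLa cells, endogenous beta-catenin | dosing = single 5 µM dose plus 0.02–20 µM confirmation series | times = compound treatment 24 h, 37°C, 5% CO2 | technique = beta-catenin immunofluorescence imaging with DAPI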
Lipid droplet = modulators of hepatic lipid droplet formation. AML12 mouse hepatocytes, oleate lipid droplets, BODIPY imaging. 240,000 compounds, 0.4% hits. inhibition, % at 6.5 µM;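 active = lipid droplet intensity inhibited by at least 50%, with more than 500 cells counted; inconclusive = wells with under 300 cells, treated as cytotoxic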
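Assay system: AML12 mouse liver cells | Compound dosing: One dose, 6.5 µM compound | Read-out basis: Droplet intensity reduction, % inhibition | Measured by: Fluorescence imaging, 20x objective, two fields per well | Schedule: Overnight treatment with compound plus oleate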
MT stabilizer = microtubule stabilization, imaging screen. % tubulin-high responders, % at 10 µM. 200,000 compounds, 0.83% hits. HeLa tubulin immunostaining HCS, 24 h; share of cells brighter than vehicle mean+2SD;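 active = plate Z-score above 3 for both tubulin-high and condensed-nucleus cell shares, with cell loss under 80%, at 10 µM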;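 also: anti alpha tubulin signal scored within the nucleus-defined area of each cell; some results filed as inactive read as strong as hits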
Insulin prom up = MIN6 insulin promoter up-regulation | MIN6 insulin promoter-GFP reporter, high-content imaging; hits give high values | z-score at 5 µM | 190,000 compounds, 0.3% hits;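 active = z-score above 3 at 5 µM with at least 500 cells counted in the well; inconclusive = wells under 500 cells, flagged as cytotoxic or low count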
XIAP antagonists = XIAP antagonists, biochemical, IAP family, fluorescence polarization (AID 1018). XIAP BIR domain, fluorescence polarization peptide displacement; higher % means a stronger effect. one-dose displacement, % at 20 µM; IC50 in µM for titrated hits. 200,000 compounds, 0.007% hits; in the data active = displacement above about 50%; also: a part of the inactive calls stands beside numbers as strong as those of hits
Dynein transport = dynein cargo transport inhibition; 3617.4 mouse cells, GR-EGFP nuclear translocation imaging; test concentration mostly 20 µM; stimulated with dexamethasone, 1 µM; hits give low values; z-score, hits read low; 220,000 compounds, 0.47% hits; AID 1381;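 active = plate z-score of nuclear minus cytoplasmic receptor signal below a set negative limit, without overly bright fluorescence or cell loss, cut at about -3.5 in these data, passing the limit was not always enough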;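 also: z-score of nuclear minus cytoplasmic ring GR-EGFP intensity difference per well; some compounds called inactive have numbers as strong as hits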
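Buffer or medium: tet-free medium with charcoal-stripped serum / Also added: dexamethasone agonist, 1.0 µM final, for 30 min / Timing: induction 48 h, compound 1 h, agonist 30 min / Measured by: high-content fluorescence imaging after fixation / Read-out: nuclear-to-cytoplasmic GR-EGFP distribution per well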
WT yeast gro inh = growth inhibition of WT yeast, mitochondrial fusion screen; inhibition, % at 10 µM; 190,000 compounds, 2.1% hits; mitochondrial fusion phenotypic screen, WT strain; in the data active = inhibition above about 58%; tested in S. cerevisiae
Autophagy mod = alters autophagy in cells; MEF GFP-LC3 puncta imaging; test concentration mostly 10 µM; calls only at 10 µM (by protocol); 190,000 compounds, 0.98% hits;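 active = percentage of spot-positive cells more than 3 SD above its plate mean, without a fluorescence outlier flag or 80% toxicity; inconclusive = no clear call, values can overlap the other calls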;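 also: spot-positive cell cutoff set from DMSO-treated cells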
CSM14.1 death rescue = rescue of cells from ER stress-induced death, primary screen, 384-well, CSM14.1, thapsigargin, ATP luminescence (AID 1222) | CSM14.1 thapsigargin-induced death rescue, ATP luminescence; higher % means a stronger effect | cellular ATP content (survival), % at 20 µM, or EC50 in µM where a hit was titrated | 190,000 tested, under 10 active;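 active = EC50 below 50 µM in the dose-response confirmation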;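 also: death triggered by thapsigargin at about 15 µM added after 2 h compound pretreatment; cell ATP read after overnight thapsigargin exposure of roughly 18 to 22 hours; normalized against plate controls of thapsigargin alone and 5% DMSO vehicle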
WT yeast gro inh mutant strain = also measured in WT yeast gro inh; calls as there; inhibition, %; mitochondrial fusion phenotypic screen, mutant strain inhibition
Dynein transport cytoplasmic EGFP = also measured in Dynein transport; calls as there; z-score; measured here: cytoplasmic GR-EGFP intensity; hits give high values
Dynein transport nuclear GR-EGFP = also measured in Dynein transport; calls as there; z-score; measured here: nuclear GR-EGFP intensity;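 lower value marks the stronger effect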
Dynein transport cell count = also measured in Dynein transport; calls as there; z-score; measured here: cell count per field
Insulin prom up cell count = further read-out of Insulin prom up, marked with its call; cell count; measured here: cytotoxicity, nuclei count;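 total cells summed across four imaged fields per well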
Lipid droplet cells 6.5 µM = recorded beside Lipid droplet, whose call it bears; cell count; measured here: cell count, cytotoxicity flag;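 cells counted across two imaged fields per well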
b-catenin transl cell count 5 µM = second read-out of b-catenin transl, no call of its own (marks repeat the call); cell count; measured here: cell count, cytotoxicity flag
MT stabilizer Hoechst-high % = also measured in MT stabilizer; calls as there; % Hoechst-high responders; measured here: nuclear condensation Hoechst responders;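 share of cells brighter than vehicle mean plus two SD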
MT stabilizer cytotoxicity % = recorded beside MT stabilizer, whose call it bears; toxicity, %; measured here: cytotoxicity by cell density;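 0% = mean cell density of plate MIN control wells and 100% = no cells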
Autophagy mod cell loss 18 h = second read-out of Autophagy mod, no call of its own (marks repeat the call); toxicity, %; measured here: cell loss, nuclei count;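 cell loss after 18 h compound exposure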
* = called active by the depositor; i = inactive; ? = inconclusive; / = no result given. The order is random. Share with any hit: about 4%.

SMILES	b-catenin transl	b-catenin transl cell count 5 µM	Lipid droplet	Lipid droplet cells 6.5 µM	MT stabilizer	MT stabilizer Hoechst-high %	MT stabilizer cytotoxicity %	Insulin prom up	Insulin prom up cell count	XIAP antagonists	Dynein transport	Dynein transport cytoplasmic EGFP	Dynein transport nuclear GR-EGFP	Dynein transport cell count	WT yeast gro inh	WT yeast gro inh mutant strain	Autophagy mod	Autophagy mod cell loss 18 h	CSM14.1 death rescue
COC(=O)c1c(C)oc2ccc(N(C(=O)c3ccncc3)S(=O)(=O)c3ccc4ccccc4c3)cc12	-0.6	1049	-5.8	663	27.3*	22.9*	52.6*	-0.42	1153	-0.8%	0.157	-0.262	-0.0942	0.144	18.4	-5.0	i	15.0	-0.2%
Cc1cc(C=O)c(C)n1-c1cccc(C(=O)O)c1	0.4	1029	3.6	747	4.4	1.6	7.7	/	/	-5.7%	-0.578	-0.194	-0.0165	0.31	0.8	-2.1	i	-14.2	0.5%
CSC1=NCCN1S(=O)(=O)c1ccccc1	-1.9	1059	6.9	729	1.5	1.2	5.7	-0.27	1063	-2.6%	-0.441	-0.274	-0.274	0.893	-13.3	-12.6	i	0.4	0.2%
Cc1nc(C(F)(F)F)nc(Nc2ccc(N=Nc3ccccc3)cc2)c1C#N	-0.9	936	11.3	601	3.5	3.1	8.2	/	/	-3.3%	0.613	-0.264	0.202	-0.964	0.1	4.7	i	-0.6	1.1%
CCOC(=O)C(=O)Nc1ccccc1C(=O)OC	0.5	990	-6.0	678	3.3	1.8	8.1	0.04	1468	-2.9%	-0.191	-0.288	0.125	-0.268	1.1	-3.8	i	-16.3	-0.2%
CC(=O)C1=NN(c2ccccc2)C(c2ccc3c(c2)OCO3)N1c1ccc(N2CCOCC2)cc1 (stereo not drawn)	/	/	1.9	636	2.7	3.2	4.4	0.73	1479	3.0%	-0.287	-0.312	-0.357	1.01	24.5	-12.1	i	-3.4	0.1%
Cc1nnsc1NC(=O)OCc1ccccc1Cl	-0.6	1298	/	/	0.5	2.0	9.9	-0.28	1346	-5.5%	-0.296	-0.192	-0.248	0.65	3.2	-7.0	i	2.1	-0.4%
CCN(CC)C(=O)c1sc(NC(=O)Cc2ccccc2)c(C#N)c1C	1.8	1051	-10.5	685	3.7	2.2	6.6	/	/	1.5%	0.51	-0.219	0.375	-0.404	14.0	16.9	i	-2.3	-0.3%
O=C(Nc1ccccc1-c1ccccc1)C1CCCN(c2ncccn2)C1 (stereo not drawn)	-4.2	981	/	/	2.9	2.0	8.0	0.28	1436	0.6%	0.837	-0.42	0.775	-0.103	44.6	29.2	i	38.7	0.6%
CCOc1cc2c(cc1OC)C(NC(=O)C(F)(F)F)CC2=O (stereo not drawn)	-6.0	1151	-2.4	658	0.8	2.3	10.7	0.49	1829	-2.9%	/	/	/	/	-13.6	2.4	i	5.0	-2.1%
COc1cc(/C=N\Nc2nc3ccccc3[nH]2)cc(OC)c1OC	7.3	1404	/	/	3.1	1.4	4.8	-2.15	853	-4.3%	-0.075	-0.0845	0.681	1	47.8	-15.7	i	14.2	-3.2%
CCOC(=O)N1CCN(S(=O)(=O)c2ccc(OCC(=O)OC)c(C)c2)CC1	0.3	1011	12.3	699	3.6	1.9	4.2	0.23	1955	-4.7%	-0.172	-0.156	-0.737	0.385	13.7	29.3	i	1.3	-1.2%
CC(C)c1nnc(NC(=O)C2CCCN2C(=O)Nc2ccccc2F)s1 (stereo not drawn)	1.3	1301	-22.2	679	5.2	1.4	3.0	-0.03	1394	-2.4%	1.62	-0.301	0.276	-0.841	2.0	6.4	i	1.4	-0.8%
CCOc1cc(NC(=O)c2cccs2)c(OCC)cc1NC(=O)c1ccco1	3.5	1375	/	/	1.8	1.8	10.7	-2.78	1235	0.5%	-0.946	-0.104	-0.995	0.877	1.3	-2.3	i	0.3	-0.3%
CC1Cc2ccccc2N1C(=O)c1ccnc(C(C)(C)C)c1 (stereo not drawn)	-0.4	1074	-4.6	660	4.2	1.1	6.2	1.22	1207	-7.4%	1.22	-0.229	1.16	-1.01	25.6	8.6	i	-8.3	/
O=C(Nc1ccc(O)cc1)c1cc2ccccc2c(=O)s1	-0.3	938	-9.8	705	3.1	1.6	8.0	1.05	1427	-6.5%	0.4	-0.203	0.24	0.71	-11.6	-8.2	i	28.0	0.0%
CN1CCN(C(CC(=O)Nc2cccc(O)c2)C(=O)O)CC1 (stereo not drawn)	-0.7	1077	-4.9	699	2.4	2.1	2.5	/	/	-4.3%	-0.73	-0.0871	-0.231	0.841	8.3	9.5	i	-32.0	-0.4%
CC1=C(C(=O)Nc2ccc(C)cc2C)C(c2ccc([N+](=O)[O-])cc2)n2ncnc2N1 (stereo not drawn)	-0.1	1403	/	/	2.3	2.3	8.3	-0.18	1562	-5.3%	-0.0732	-0.204	0.466	0.139	7.7	2.0	i	21.5	0.8%
Brc1c(-c2ccc3c(c2)OCO3)nc2ncccn12	0.9	846	-12.7	730	3.1	1.8	8.2	-0.02	1386	-3.0%	-0.974	-0.244	-0.592	0.474	20.1	14.2	i	6.4	-1.5%
CCCCn1c(=N)n(CC(O)c2ccccc2)c2ccccc21 (stereo not drawn)	-0.2	1337	-6.1	718	/	/	/	-0.38	1014	/	2.13	-0.247	1.48	-0.401	/	/	/	/	/
COc1cccc(CNC(=O)CCC2CCCN(Cc3ccc4c(c3)CCO4)C2)c1 (stereo not drawn)	-0.2	1218	31.7	735	/	/	/	0.85	1111	/	0.44	-0.198	0.0977	-0.194	/	/	/	/	/
CC(=O)N1CCc2cc(S(=O)(=O)NC(CC(C)C)C(=O)N3CCc4ccccc4C3)ccc21 (stereo not drawn)	0.2	827	/	/	2.7	2.1	12.8	-0.53	1175	-6.1%	-0.0992	-0.168	0.0524	0.176	-13.9	-1.4	i	-0.3	-0.3%
Cc1c(C(=O)N2CCCCC2)oc2ccc(S(=O)(=O)N3CC(C)CC(C)C3)cc12 (stereo not drawn)	0.0	1357	/	/	9.6	1.5	7.1	?	/	-4.4%	0.722	-0.389	0.638	-0.126	-11.4	15.5	i	6.0	-1.1%
COc1ccccc1OCC(=O)Nc1cccc(-c2nc3ccccc3o2)c1	-0.6	1042	5.7	786	3.0	2.2	4.9	0.28	1293	-5.3%	-0.0328	-0.223	0.0327	0.658	-1.3	-3.0	i	-11.6	0.6%
C[C@H](NC(=O)OC(C)(C)C)c1nnc(SCC(=O)Nc2ccc(Br)cc2)o1	-1.9	976	/	/	1.7	2.4	12.7	-0.26	1127	-1.0%	-0.034	-0.161	-0.0242	-0.175	/	/	i	11.7	-0.7%
CNC(=S)Nc1cccc(C(=O)O)c1	0.3	1572	/	/	3.0	1.8	10.2	0.81	1519	-2.6%	-0.278	-0.0678	0.134	0.437	-1.5	-6.4	i	10.8	-0.2%
O=C(CCC(=O)c1ccc(F)cc1)Nc1cccc(C(F)(F)F)c1	-1.4	1049	20.6	636	3.4	2.5	6.4	-5.11	644	-5.9%	-0.543	-0.211	-0.575	0.502	8.6	-5.2	i	-10.3	0.4%
CC1(C)Oc2ccc3ccc(=O)oc3c2/C(=C/NC2CCCCC2)C1=O	?	/	5.0	742	3.9	1.5	6.0	/	/	-1.9%	1.44	-0.225	0.695	-1.03	33.5	2.4	i	-4.2	-0.2%
CS(=O)(=O)N1CCC(C(=O)N2CCN(c3cccc(Cl)c3)CC2)CC1	-3.3	750	-1.6	721	2.5	2.7	5.7	/	/	-9.9%	-0.131	-0.378	-0.359	0.000561	-2.7	2.1	i	3.0	-1.6%
CCn1nc(NC(=O)c2cccs2)c2cc3ccccc3nc21	-0.6	1562	-3.2	531	3.0	3.4	7.4	/	/	-4.7%	0.877	-0.186	0.095	0.581	1.0	-14.2	i	-14.4	-0.5%
Cc1ccc2c(O)c(C)c(=O)[nH]c2n1	-3.8	992	3.4	675	1.7	1.8	9.5	0.38	1505	-6.3%	-0.864	-0.251	-0.358	1.09	-5.3	-8.4	i	0.6	-1.1%
O=C(O[C@@H]1Cc2c(O)cc(O)cc2O[C@@H]1c1cc(O)c(O)c(O)c1)c1cc(O)c(O)c(O)c1	0.2	1057	39.8	764	/	/	/	-0.11	1517	-1.9%	/	/	/	/	1.6	-20.8	/	/	-1.4%
CC1=C(C(=O)Nc2ccccc2)C(c2ccco2)C(C#N)=C(SCc2ccccc2)N1 (stereo not drawn)	-4.8	1247	1.7	797	5.7	3.3	0.1	-1.19	1123	-1.0%	-0.155	-0.0156	0.273	0.211	0.8	-4.3	i	16.2	9.5%
